S100A4 inh HTS: blocks human S100A4 binding to myosin IIA peptide | S100A4/TAMRA-MyoIIA peptide fluorescence polarization | P26447 | inhibition, % at 10.7 µM | AID 652163 | actives 0.14% (n = 360,000);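 active means mean inhibition of at least 70% across replicates, with every replicate also reaching that level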
Target sequence (P26447 whole entry, looked up): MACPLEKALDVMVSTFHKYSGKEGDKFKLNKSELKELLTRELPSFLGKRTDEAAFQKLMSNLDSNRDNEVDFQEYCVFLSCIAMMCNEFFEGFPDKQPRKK
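Assay system: human S100A4 monomer with TAMRA-labelled myosin IIA peptide / Buffer or medium: Calcium-containing HEPES buffer, pH 7.2 / Reagent: TAMRA-labelled myosin IIA heavy-chain peptide probe, 5 nM / Compound: one dose per compound / Timing: polarization read 5 min after assay mix addition, stable 5–60 min / Benchmarks: neutral control DMSO, positive control TFP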
RAD52 inh: RAD52 (human) annealing inhibition. P43351. recombinant RAD52 DNA annealing, FRET fluorescence. actives 0.46% (n = 360,000). inhibition, % at 18.7 µM;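 active means every replicate showing at least 50% inhibition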
EWS-Fli inh: EWS/Fli transcriptional activity inhibition; A673 NR0B1-luciferase reporter, viability-normalised; inhibition, % at 12.6 µM; actives 0.67% (n = 350,000); AID 651661;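 active means mean inhibition of at least 50% after viability correction, with every replicate also passing that limit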;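 further: firefly luciferase signal divided by Alamar Blue viability fluorescence both relative to DMSO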
FN deposit inh: fibronectin deposition inhibition; actives 0.086% (n = 350,000); inhibition, % at 12.6 µM; AID 743247; AH1F fibroblasts, Alexa488-fibronectin deposition fluorescence, overnight;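 active means mean inhibition across replicates of 30% or more, regardless of how many single replicates reach that level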;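 further: positive control wells lacked labelled fibronectin entirely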
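Measured by – fluorescence 485/525 nm · System – AH1F fibroblast monolayer, labelled fibronectin deposition · Amount – 10000 cells per well · Buffer or medium – serum-reduced DMEM (2% serum) · Doses – single dose, pinned · Also added – fluorescent fibronectin at 24 nM final · Schedule – 1 h cell attachment, overnight exposure to compound and label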
RAD54 branch: inhibitors of human RAD54 branch migration; inhibition, % at 10.4 µM; actives 0.14% (n = 360,000); RAD54 Holliday junction branch migration, FAM/BHQ fluorescence;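 active means mean normalized replicate activity at least 40 and at least half of replicates scoring 40 or more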;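 further: 0% = median of neutral control wells and 100% = median of positive control wells; inhibitors cause a drop in the FAM fluorescence signal; in these data hits start at about 50%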
Target sequence (Q92698 whole entry, looked up): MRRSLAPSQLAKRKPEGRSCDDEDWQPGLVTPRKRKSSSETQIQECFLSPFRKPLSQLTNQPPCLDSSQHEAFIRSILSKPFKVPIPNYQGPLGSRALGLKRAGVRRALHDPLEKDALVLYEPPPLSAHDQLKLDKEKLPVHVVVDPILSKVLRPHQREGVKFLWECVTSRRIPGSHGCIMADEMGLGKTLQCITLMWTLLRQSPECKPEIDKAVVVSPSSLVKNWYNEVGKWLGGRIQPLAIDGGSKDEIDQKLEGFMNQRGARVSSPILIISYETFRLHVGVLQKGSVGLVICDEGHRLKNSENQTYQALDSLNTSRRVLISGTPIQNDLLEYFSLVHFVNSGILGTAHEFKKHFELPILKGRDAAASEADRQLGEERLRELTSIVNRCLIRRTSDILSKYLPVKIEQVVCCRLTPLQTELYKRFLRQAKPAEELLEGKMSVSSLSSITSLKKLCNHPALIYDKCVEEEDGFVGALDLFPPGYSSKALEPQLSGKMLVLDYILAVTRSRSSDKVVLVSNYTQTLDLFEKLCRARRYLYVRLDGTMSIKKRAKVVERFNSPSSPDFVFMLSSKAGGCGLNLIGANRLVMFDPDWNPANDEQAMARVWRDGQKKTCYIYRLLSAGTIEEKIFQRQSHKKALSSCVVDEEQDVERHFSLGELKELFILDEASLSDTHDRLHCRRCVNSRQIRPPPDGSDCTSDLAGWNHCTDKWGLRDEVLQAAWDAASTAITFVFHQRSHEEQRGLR
esBAF inh: SWI/SNF esBAF complex inhibition. mouse ES cells, Bmi1-luciferase knock-in reporter, 24 h; 100% = twice the neutral-well signal. reporter increase, % at 12.5 µM. actives 2% (n = 350,000); in the data active means activation above about 40%;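 further: 0% = median of the plate's neutral control wells and 100% = double that signal; a rise in the Bmi1 reporter signal indicates esBAF inhibition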
E-selectin induc: E-selectin induction on HUVECs. activation, % at 7.58 µM. actives 0.37% (n = 260,000). HUVEC E-selectin immunofluorescence imaging; normalized: neutral wells 0, TNF-alpha wells 100. AID 686992;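 active means mean E-selectin-positive cell signal at least 10% of the positive control, reached in at least 60% of replicates, without over 20% cell loss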;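 further: in these data hits start at about 27%; measured in HUVEC primary endothelial cells; signal is the percent of cells scored E-selectin positive by PE staining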
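material = human umbilical vein endothelial cells (HUVEC), E-selectin induction | quantity = 3,000 cells/well | medium = EGM-2 growth medium on 0.1% gelatin-coated wells | technique = immunofluorescence imaging | read-out basis = % PE-positive cells | control set = TNF-alpha positive control, DMSO neutral control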
XiGFP reactiv: activators of X-chromosome reactivation in mouse fibroblasts; XiGFP mouse fibroblasts, % GFP-positive cells imaging, 3 d; cells co-treated with 5-aza-dC sensitizer; scaled so ellipticine positive control = 100%; activation, % at 7.58 µM; actives 0.055% (n = 360,000);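 active means mean normalized replicate activation at least 10% and every replicate at or above 10%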;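 further: 0% = median of on-plate neutral control wells and 100% = ellipticine 6 µM median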
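Assay system – SV40-immortalized XiGFP fibroblast cells, line 68-5-11 · Buffer or medium – DMEM supplemented with 5-aza-dC as sensitizing agent · Dosing – one concentration, pinned · Benchmarks – positive control ellipticine, 6 µM final · Times – 3 days compound exposure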
Numbers without * were called inactive; & = joins results of further samples. Rows were taken by chance; 3% or so of the library scored in one or more.

How did O=C(Nc1nncs1)Oc1ccccc1 do in these assays?
S100A4 inh HTS: -3.6; RAD52 inh: -9.7; FN deposit inh: 4.5; RAD54 branch: -7.5; esBAF inh: -7.3; E-selectin induc: -0.1

How did O=c1[nH]ncn1-c1ccccc1 do in these assays?
S100A4 inh HTS: 1.8; RAD52 inh: -11.7; EWS-Fli inh: -2.6; FN deposit inh: -13.9; RAD54 branch: 1.0; esBAF inh: 2.1; XiGFP reactiv: 0.1

How did CN1c2ccc(Cl)cc2C(=O)NC1C1CC=CCC1 (stereo not given) do in these assays?
S100A4 inh HTS: -4.0; RAD52 inh: -4.6; EWS-Fli inh: -0.7; FN deposit inh: 1.8; RAD54 branch: -9.4; esBAF inh: 6.7; E-selectin induc: 4.1; XiGFP reactiv: 0.0

What do the screens show for `CC(C)(C)c1ccc(C(=O)Nc2ccc(S(N)(=O)=O)cc2)cc1`?
S100A4 inh HTS: -1.3; RAD52 inh: -13.6; EWS-Fli inh: 7.5; FN deposit inh: -0.5; RAD54 branch: 13.5; esBAF inh: 7.6; E-selectin induc: 0.3; XiGFP reactiv: 0.0

How did CCC(=O)N1[C@@H]2CN(S(=O)(=O)c3ccccc3C)c3ccccc3[C@@H]2[C@@H]1CO do in these assays?
S100A4 inh HTS: -11.5; RAD52 inh: -9.9; EWS-Fli inh: -4.9; RAD54 branch: -5.0; esBAF inh: -3.4; E-selectin induc: -0.1; XiGFP reactiv: 0.2

Results for Cc1ncc([N+](=O)[O-])n1CCOC(=O)c1ccc(Br)cc1 ?
S100A4 inh HTS: -2.6; RAD52 inh: -20.4; EWS-Fli inh: 6.0; FN deposit inh: 1.9; XiGFP reactiv: 0.1

How did CCC(=O)N1[C@H](C#N)[C@H](c2ccccc2-c2ccccc2)[C@H]1CO do in these assays?
S100A4 inh HTS: -30.4; RAD52 inh: 4.5; EWS-Fli inh: -1.2; FN deposit inh: 3.4; E-selectin induc: -0.1; XiGFP reactiv: 0.1

What do the screens show for `CCOC(=O)CCN(C(=S)Nc1ccccc1)C1CCCCC1`?
S100A4 inh HTS: 0.1; RAD52 inh: -9.4; EWS-Fli inh: -3.3; FN deposit inh: 7.4; RAD54 branch: -6.4; E-selectin induc: -0.1; XiGFP reactiv: 0.3

How did CC(C)C#Cc1cnc2c(c1)C(=O)N([C@@H](C)CO)C[C@H](C)[C@H](CN(C)S(=O)(=O)c1cn(C)cn1)O2 do in these assays?
S100A4 inh HTS: -23.2; RAD52 inh: -2.5; EWS-Fli inh: -11.3; FN deposit inh: -2.3; RAD54 branch: -3.1; esBAF inh: -2.9; E-selectin induc: -0.2; XiGFP reactiv: -0.1

How did O=C(CCSc1ccc(Cl)cc1)NC1CCCC1 do in these assays?
S100A4 inh HTS: -4.2; RAD52 inh: -7.8; EWS-Fli inh: -17.7; FN deposit inh: 0.8; RAD54 branch: -5.0; esBAF inh: 2.3; E-selectin induc: -0.1; XiGFP reactiv: 0.3

How did COc1cccc(CN(C)C[C@H]2OCc3cn(nn3)CCCC(=O)N([C@H](C)CO)C[C@H]2C)c1 do in these assays?
EWS-Fli inh: 0.6; FN deposit inh: -10.7; esBAF inh: -7.8; E-selectin induc: 0.0; XiGFP reactiv: 0.4

How did CC(=O)N1CCN(C(=O)COC(=O)/C=C/c2ccccc2[N+](=O)[O-])CC1 do in these assays?
S100A4 inh HTS: -0.5; RAD52 inh: -8.8; EWS-Fli inh: 18.3; FN deposit inh: -1.0; RAD54 branch: -10.5; esBAF inh: -2.1; E-selectin induc: -0.2; XiGFP reactiv: 0.0

Results for CCCCCCOC(=O)C1=C(C)NC(=O)NC1c1ccc2c(c1)OCO2 (stereo not given) ?
S100A4 inh HTS: -2.4; RAD52 inh: -11.6; EWS-Fli inh: 12.0; FN deposit inh: -5.3; RAD54 branch: 1.2; esBAF inh: -4.2; E-selectin induc: -0.3; XiGFP reactiv: 0.1

What do the screens show for `CCOC(=O)C1(CCCc2ccccc2)CCN(C2CCSCC2)CC1`?
S100A4 inh HTS: -6.0; RAD52 inh: -9.0; EWS-Fli inh: 17.0; FN deposit inh: -1.2; XiGFP reactiv: 0.0

How did CCn1c(C)nc2cc(C(=O)N/N=C/c3ccccc3)ccc21 do in these assays?
S100A4 inh HTS: -10.8; RAD52 inh: -4.7; EWS-Fli inh: -99.6; FN deposit inh: 13.7; esBAF inh: 42.9*; XiGFP reactiv: 0.0

What do the screens show for `CC1CCCN(C(=O)CCS(=O)(=O)c2ccc3c(c2)n(C)c(=O)c(=O)n3C)C1` (stereo not given)?
S100A4 inh HTS: 0.0; RAD52 inh: 0.3; EWS-Fli inh: -1.2; FN deposit inh: -7.3; RAD54 branch: -7.2; esBAF inh: -0.9; E-selectin induc: -0.1; XiGFP reactiv: 0.0

What do the screens show for `CO[C@H]1CN(C)C(=O)c2cc(NC(=O)c3ccc(-c4ccccc4)cc3)ccc2OC[C@@H](C)NC[C@@H]1C`?
S100A4 inh HTS: -3.2; RAD52 inh: 42.7; EWS-Fli inh: 1.5; FN deposit inh: -9.3; RAD54 branch: 16.7; esBAF inh: -85.8; E-selectin induc: 0.2; XiGFP reactiv: -0.1

Results for C[C@@H]1CN([C@H](C)CO)C(=O)c2cccc(NS(=O)(=O)c3cn(C)cn3)c2O[C@@H]1CN(C)C(=O)NC1CCCCC1 ?
S100A4 inh HTS: 4.2; RAD52 inh: -8.5; EWS-Fli inh: -2.5; FN deposit inh: -2.1; RAD54 branch: -1.0; esBAF inh: -5.6; XiGFP reactiv: -0.6

Results for CC(=O)N(C)C[C@@H]1Oc2cc(C#Cc3ccc(F)cc3)ccc2S(=O)(=O)N([C@@H](C)CO)C[C@@H]1C ?
S100A4 inh HTS: -0.4; RAD52 inh: 11.4; EWS-Fli inh: 4.4; RAD54 branch: -13.0; esBAF inh: -15.3; E-selectin induc: 0.0; XiGFP reactiv: 0.7

How did CO[C@H]1CC[C@@H]2CCOc3ccc(C#N)cc3C(=O)N(C)C[C@H](OC)[C@@H](C)C(=O)N(C)C[C@H]1O2 do in these assays?
S100A4 inh HTS: 4.0; RAD52 inh: -8.8; EWS-Fli inh: 0.5; FN deposit inh: -3.8; RAD54 branch: -7.0; esBAF inh: 1.4; E-selectin induc: 0.0; XiGFP reactiv: 0.0

How did COc1ccc(NC(=O)c2ccccc2SCc2ccccc2)cc1 do in these assays?
S100A4 inh HTS: 1.4; RAD52 inh: -6.1; EWS-Fli inh: -1.6; FN deposit inh: 3.4; RAD54 branch: -12.5; esBAF inh: 10.2; E-selectin induc: 0.0; XiGFP reactiv: -0.1

Results for O=C(c1ccncc1)N1CC[C@@H]2[C@H]1c1cc(-c3ccccc3)ccc1N[C@@H]2CO ?
S100A4 inh HTS: -0.6; RAD52 inh: -38.5; EWS-Fli inh: -14.0; FN deposit inh: 5.9; RAD54 branch: 0.6; esBAF inh: 0.6; E-selectin induc: 2.2; XiGFP reactiv: 0.4

What do the screens show for `O=C(O)c1cccc(Nc2nc(-c3ccc([N+](=O)[O-])cc3)nc3ccccc23)c1`?
S100A4 inh HTS: -21.7; RAD52 inh: -8.9; EWS-Fli inh: -11.5; FN deposit inh: 2.1; RAD54 branch: -1.5; esBAF inh: 1.7; E-selectin induc: 0.3; XiGFP reactiv: 0.2

How did O=S(=O)(c1cnc(Cl)c(Cl)c1)N1CCCc2ccccc21 do in these assays?
S100A4 inh HTS: 3.6; RAD52 inh: 2.5; EWS-Fli inh: -6.0; XiGFP reactiv: 0.0

Results for CCN(c1ccccc1)S(=O)(=O)c1ccc(OC)c(NC(=O)Cc2ccc(F)cc2)c1 ?
S100A4 inh HTS: 0.7; RAD52 inh: -27.4; EWS-Fli inh: -1.2; FN deposit inh: 0.4; RAD54 branch: 8.3; esBAF inh: 6.8; E-selectin induc: -0.1; XiGFP reactiv: 0.1

Results for Cn1c(=O)c2c(c3ccccc31)OC(=O)CC2c1cccnc1 (stereo not given) ?
S100A4 inh HTS: 5.6; RAD52 inh: -4.8; EWS-Fli inh: -7.5; FN deposit inh: -5.1; E-selectin induc: 0.8; XiGFP reactiv: 0.3

Results for CCN1C(=O)/C(=C2/Sc3ccccc3N2CCCS(=O)(=O)O)SC1=S ?
S100A4 inh HTS: 3.1; RAD52 inh: -70.2; EWS-Fli inh: -12.4; FN deposit inh: -4.7; RAD54 branch: -13.1&-1.8; esBAF inh: -1.7&-3.1; XiGFP reactiv: 0.0

Results for C[C@@H]1CCCCO[C@H](CN(C)S(=O)(=O)c2ccccc2)[C@H](C)CN([C@@H](C)CO)C(=O)c2cc(NS(=O)(=O)c3ccc(F)cc3)ccc2O1 ?
S100A4 inh HTS: 2.5; RAD52 inh: 4.7; EWS-Fli inh: 0.7; FN deposit inh: -0.1; RAD54 branch: 2.2; esBAF inh: 5.5; E-selectin induc: -0.3; XiGFP reactiv: 0.2

How did COc1cc(/C=C2/C(=O)NN(c3ccc(Cl)cc3)C2=O)ccc1OC(=O)c1ccco1 do in these assays?
S100A4 inh HTS: -4.5; RAD52 inh: -27.7; EWS-Fli inh: -1.9; FN deposit inh: 3.3; E-selectin induc: 0.2; XiGFP reactiv: 0.5

What do the screens show for `CCOc1ccc2ccccc2c1/C=N/NC(=O)c1c(C)cc(C)[nH]c1=O`?
S100A4 inh HTS: -0.3; RAD52 inh: -9.6; EWS-Fli inh: -5.5; FN deposit inh: -5.4; RAD54 branch: -12.6; esBAF inh: 2.7; E-selectin induc: 0.4; XiGFP reactiv: -0.1

How did CCC(=O)N(CCc1ccc(S(N)(=O)=O)cc1)C1CC(=O)N(c2ccc(OC)cc2)C1=O (stereo not given) do in these assays?
S100A4 inh HTS: 4.4; RAD52 inh: 1.6; EWS-Fli inh: 2.0; XiGFP reactiv: 0.0

Results for C=CCSc1nnc(NC(=O)C2CSC3(C)CCC(=O)N23)s1 (stereo not given) ?
S100A4 inh HTS: -0.3; RAD52 inh: 1.1; EWS-Fli inh: -2.0; RAD54 branch: 0.6; E-selectin induc: 0.7; XiGFP reactiv: 0.1

What do the screens show for `O/N=C\c1cccn1-c1nccs1`?
S100A4 inh HTS: 2.6; RAD52 inh: -15.9; EWS-Fli inh: -3.3; FN deposit inh: 8.4; RAD54 branch: 2.9; esBAF inh: -0.2; E-selectin induc: 2.3; XiGFP reactiv: 0.1

Results for C[C@H]1CN([C@@H](C)CO)C(=O)Cc2cc(NC(=O)CCCCCC(=O)Nc3ccccc3N)ccc2O[C@H]1CN(C)S(=O)(=O)c1cccs1 ?
EWS-Fli inh: 37.5; FN deposit inh: -10.2; RAD54 branch: -2.0; esBAF inh: -5.4; E-selectin induc: -0.2; XiGFP reactiv: 0.1

How did COc1ccc(CNC(=O)CNC(=O)c2ccc(C(C)(C)C)cc2)cc1OC do in these assays?
S100A4 inh HTS: 1.8; RAD52 inh: -11.2; EWS-Fli inh: -14.1; FN deposit inh: 3.6; RAD54 branch: 0.6; esBAF inh: -5.8; E-selectin induc: 0.1; XiGFP reactiv: 0.1

Screening results from PubChem BioAssay.
